LmPK inh – LmPK (Leishmania mexicana) enzyme inhibition; 290,000 compounds, 0.37% hits; Potency, µM (top dose mostly 57.5 µM), without a hit: at the highest dose activity change, negative = inhibition, actives largely listed as inhibitors; purified LmPK, Kinase-Glo ATP luminescence, 1 h; AID 1721; further: potency means the concentration at half of the fitted maximal effect; on the % scale 0 is the no-effect control and ±100 the full control effect
Target sequence (Q27686 whole entry, looked up): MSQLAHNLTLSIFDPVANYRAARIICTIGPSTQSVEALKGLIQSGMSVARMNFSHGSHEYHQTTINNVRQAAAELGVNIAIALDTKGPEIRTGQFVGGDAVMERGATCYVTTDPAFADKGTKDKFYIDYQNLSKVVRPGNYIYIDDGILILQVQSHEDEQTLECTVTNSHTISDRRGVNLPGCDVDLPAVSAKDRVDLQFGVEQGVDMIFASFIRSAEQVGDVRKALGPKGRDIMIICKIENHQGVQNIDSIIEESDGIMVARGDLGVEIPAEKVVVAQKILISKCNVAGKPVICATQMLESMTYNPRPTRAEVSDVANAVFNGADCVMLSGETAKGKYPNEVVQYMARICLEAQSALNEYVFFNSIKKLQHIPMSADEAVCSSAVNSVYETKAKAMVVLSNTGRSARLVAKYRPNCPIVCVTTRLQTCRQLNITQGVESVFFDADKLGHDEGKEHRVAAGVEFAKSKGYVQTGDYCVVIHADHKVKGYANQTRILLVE
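Pyruvate kinase activity monitored as ATP production (luciferase luminescence). Conditions: 0.1 nM enzyme, 0.5 mM PEP, 0.1 mM ADP, 1 h, RT; normalized against uninhibited and no-enzyme wells.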
AmpC inh no detg – AmpC beta-lactamase inhibition without detergent; P00811; AmpC nitrocefin hydrolysis, absorbance 480 nm, 0.0001% Triton; Potency, µM (doses to about 57.1 µM), without a hit: at the top dose activity change, negative = inhibition, actives largely listed as inhibitors; 330,000 compounds, 0.52% hits; AID 485341;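 further: potency means the concentration at half of the fitted maximal effect; plate controls were no compound for no effect and no enzyme for full effect; nearly all actives have a fitted effect of over 20% in size; some results filed as inactive show a strong effect at the top dose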
Target sequence (P00811 whole entry, looked up): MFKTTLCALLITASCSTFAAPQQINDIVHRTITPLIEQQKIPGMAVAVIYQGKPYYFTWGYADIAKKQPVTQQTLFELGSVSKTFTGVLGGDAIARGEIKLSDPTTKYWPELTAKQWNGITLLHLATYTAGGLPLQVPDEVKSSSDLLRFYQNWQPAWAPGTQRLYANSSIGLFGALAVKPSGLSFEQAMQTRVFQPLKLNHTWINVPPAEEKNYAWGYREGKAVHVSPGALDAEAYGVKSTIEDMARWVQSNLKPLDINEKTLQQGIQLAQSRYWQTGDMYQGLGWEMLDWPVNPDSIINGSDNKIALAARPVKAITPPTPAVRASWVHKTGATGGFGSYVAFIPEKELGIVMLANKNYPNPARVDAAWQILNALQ
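AmpC (5.3 nM in the dispensed reagent) in 20 mM phosphate pH 7.0 with 0.01% (detergent screen) or 0.0001% Triton X-100 was preincubated with compounds for 15 min at room temperature. Nitrocefin was then added from an 800 uM solution, and hydrolysis was followed at 480 nm.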
CHX counter – affects cycloheximide protein synthesis inhibition readout, counter-screen; AID 2314; max response, %; 300,000 compounds, 12% hits; cell reporter, cycloheximide protein synthesis inhibition counterscreen; in the data active means max response mostly above about 13%, no sharp cut-off; inactive means mostly below about 14%; further: read at 38.3 µM for the half of the compounds with a filed dose; 0% is about no effect
Shiga toxin inh – blocks Shiga toxin action in Vero cells | AID 2315 | 290,000 compounds, 9.2% hits | inhibition, % at 38.7 µM | Vero cells, Shiga toxin protein synthesis inhibition reporter; in the data active means inhibition mostly above about 28%, no sharp cut-off; inactive means mostly below about 43%; further: 0% is about no effect
Tb PYK inh – blocks Trypanosoma brucei pyruvate kinase | Q57TT1 | TbPYK enzyme, Kinase-Glo Plus ATP luminescence, 45 min | Potency, µM (series often up to 76.8 µM), inactives show top-dose activity, negative = inhibition, hits mostly inhibitors | 410,000 compounds, 0.12% hits; further: potency means the concentration at half of the fitted maximal effect; on the % scale 0 is the no-effect control and ±100 the full control effect; nearly all actives have a fitted effect of over 50% in size
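Luminescent Kinase-Glo Plus end-point after 45 min room-temperature reaction of T. brucei pyruvate kinase started with 130 uM ADP (final). Buffer TEA 50 mM pH 7.2 with KCl, MgCl2, BSA, Tween-20; titration-based qHTS with fitted concentration-effect curves.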
Pf growth 48h – P. falciparum growth inhibition at 48 hours (one generation); P. falciparum luciferase growth in erythrocytes, 48 h; Potency, µM (series often up to 28.7 µM), inactives show top-dose activity change, negative = inhibition, most hits filed as inhibitors; 310,000 compounds, 5.9% hits; further: potency means the concentration at half of the fitted maximal effect; on the % scale 0 is the no-effect control and ±100 the full control effect
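In quantitative HTS format, infected erythrocytes bearing luciferase-reporter parasites were treated for a single generation at 37 C. Luminescence after adding detection reagent served as the growth measure.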
Pf growth 96h – P. falciparum growth inhibition at 96 hours. P. falciparum luciferase reporter growth, 96 h. Potency, µM (series often up to 28.7 µM), for inactives: at the top dose activity change, negative = inhibition, most hits filed as inhibitors. 320,000 compounds, 6.9% hits. AID 504834; further: potency means the concentration at half of the fitted maximal effect; on the % scale 0 is the no-effect control and ±100 the full control effect
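Two-generation exposure (96 h) targets delayed-death phenotype. Reporter parasites carrying integrated firefly luciferase, in red cells at 2% hematocrit and 0.05% parasitemia final, kept at 37 C, 5% CO2; luminescence loss indicates inhibition.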
Starred values were filed as active, the others as inactive; u = inconclusive; x = no result given; & = joins results of further samples; [ ] = dose if it differs, or a comment. Unless noted, the call rests on the fitted dose curve; in most records, active means well fitted curve in the direction sought with a large enough effect; inconclusive means small, poorly fitted or top-dose-only effect, or another doubt; inactive means no such curve, though single readings can be large; an effect the other way counts as inactive or inconclusive.

SMILES | LmPK inh | AmpC inh no detg | CHX counter | Shiga toxin inh | Tb PYK inh | Pf growth 48h | Pf growth 96h
CC[n+]1ccccc1/C=C/Nc1ccccc1 | 7% | -18% | 6 | -3 | -5% | u | 87%[activator]
O=C(Cc1ccccc1Cl)Nc1ccc(S(=O)(=O)N2CCOCC2)cc1 | x | -14% | x | x | 1% | -1% | -18%
CC(=O)Oc1ccc2c(C)c(CC(C)O)c(=O)oc2c1 (stereo not drawn) | 0% | -18% | -8 | -15 | -2% | u | u
O=C(CN1C(=O)C2CC=CCC2C1=O)Nc1ccc(S(=O)(=O)NC2=NCCCCC2)cc1 (stereo not drawn) | -1% | 0% | 2 | 3 | 2% | u | 24%
CCOc1ccc(N(CC(=O)NC2CCCCCC2)S(=O)(=O)c2c(C)[nH]c(=O)[nH]c2=O)cc1 | 3% | u | -1 | -6 | 1% | -3% | u
CCC(C)(C)NC(=O)C(c1ccc(OC)cc1)N(C(=O)CCC(=O)Nc1cc(C)on1)c1ccccc1OC (stereo not drawn) | 3% | 78%[activator] | -9 | -18 | 3% | u | 30%[activator]
CC(C)(CC(=O)O)CC(=O)O | 0% | -13% | 2 | 6 | 0% | 27% | 7%
O=C(CSc1nc(=O)n2ccccc2n1)Nc1cccc2ccccc12 | x | 30% | x | x | -3% | 8% | 4%
CCc1ccc(CN2CCC(n3nccc3NC(=O)c3ccccc3C)CC2)cc1 | -2% | 138%[activator] | -7 | -13 | 1% | u | u
O=C(CCCC(=O)c1ccccc1)NCCc1ccccc1 | -10% | 1% | 8 | 2 | -6% | -7% | 6%
COc1ccc(NC(=O)CN2C(=O)C(C)Oc3ccccc32)cc1 (stereo not drawn) | 6% | -18% | 1 | 17 | 4% | -1% | 38%[activator]
COc1ccc(C(=O)OC(C(=O)c2ccccc2)c2ccccc2)cc1 (stereo not drawn) | 1% | -31% | 8 | -16 | 1% | u | u
Cc1ccc(S(=O)(=O)n2cnc3cc([N+](=O)[O-])ccc32)cc1C | -8% | -6% | -5 | -24 | 4% | 24% | 93%[activator]
CCN(CC)CCN(C(=O)C1=COCCO1)c1nc2c(OC)ccc(OC)c2s1 | 2% | 2% | 1 | -3 | -2% | u | -21%
Cc1ccc(S(=O)(=O)/N=S(\C)C(C)C)cc1 (stereo not drawn) | -1% | -18% | -6 | -5 | -6% | -13% | 16%
CCCCN1CCc2c1nc1ccc(Br)cc1c2N | -2% | -23% | -3 | 23 | -18% | x | 1.7µM*
Cc1cc(C)c(C#N)c(SCCS(=O)(=O)c2ccc(C(C)(C)C)cc2)n1 | 1% | -44% | -2 | -8 | -2% | 7.4µM* | x
O=C(CCS(=O)(=O)c1ccc2c(c1)NC(=O)CS2)NCCc1ccc(Cl)cc1 | -12% | -29% | -9 | -9 | -11% | -9% | u
N#CCCN(CCC#N)c1nncs1 | 6% | -10% | 0 | 36 | -4% | 1% | x
CCN(C(=O)COC(=O)Cn1cnc2c1c(=O)n(C)c(=O)n2C)C1CCS(=O)(=O)C1 (stereo not drawn) | -2% | -13% | -2 | -4 | 0% | 18% | -14%
Cc1cccc(C(=O)NC2C(=O)NNC2c2ccc(Cl)cc2)c1 (stereo not drawn) | 0%[11.5 µM] | -42% | -5 | -35 | -16% | -8% | u
Oc1ccc(Br)cc1-c1cc(-c2ccc(Cl)cc2)n[nH]1 | 6% | -35% | 22* | 93* | -6% | 1.2µM* | x
CCC(=O)Nc1ccc(N2CCCCC2)c(C(=O)Nc2ccccc2C)c1 | 7% | -2% | 1 | -17 | 3% | u | x
Cc1ccc(-c2csc3nc4cc(C(=O)NC5CCC(O)CC5)ccc4c(=O)n23)cc1 (stereo not drawn) | 8% | 6% | -4 | 2 | -22% | -19% | 2%
COc1ccc(-n2nc3c(c2NC(=O)C2CC(=O)N(c4ccccc4)C2)CS(=O)(=O)C3)cc1 (stereo not drawn) | -3% | -4% | 1 | 20 | -5% | 3% | 17%
O=S(=O)(NC1=NCCCCC1)c1ccccc1Cl | 0% | -11% | 0 | -7 | 2% | 3% | 23%
O=C(Oc1ccc(F)cc1)c1ccc2c(=O)n3c(nc2c1)CCC3 | x | 8% | x | x | -11% | -12% | 8%
Cc1ccc(N=C2NC(=O)/C(=C/c3cccn3C)S2)c(C)c1 | 3% | -2% | 6 | 21 | -1% | u | 12µM*
Nc1cc2ccncc2c2ccccc12 | 1% | -26% | -1 | -9 | -3% | 0.12µM* | u
O=C(O)c1ccc2c(c1)C(=O)N(C(Cc1ccccc1)C(=O)O)C2=O (stereo not drawn) | -1% | -12% | -2 | -10 | -8% | -1% | 35%[activator]
CS(=O)(=O)N1N=C(c2ccc(Br)cc2)CC1c1cccs1 (stereo not drawn) | 4% | -22% | 32* | 48* | 28% | x | 83%[activator]
CCOc1ccc(CCNC(=O)c2nccnc2C(=O)O)cc1OCC | 8% | -17% | 1 | -7 | 0% | 8% | u
C=C(C)C1CC=C(C)/C(=N\NC(=O)CCC(=O)Nc2ccc(C)c(C)c2)C1 (stereo not drawn) | 0% | -12% | 2 | -5 | 0% | 49%[activator] | 7%
COc1ccccc1N(C)S(=O)(=O)c1ccc(C(=O)OCC(=O)NCC(F)(F)F)cc1 | 8% | 5% | -2 | -3 | 2% | -15% | 0%
Cn1cc(C(=O)c2ccccc2)cc1-c1nc2ccccc2n1C | 5% | -16% | 13* | 31 | -2% | -29% | u
CC(Sc1nnc(-c2ccccc2F)o1)C(=O)Nc1ccc(N2CCOCC2)cc1 (stereo not drawn) | x | -6% | x | x | 2% | -2% | 8%
Cc1cccc(C)c1NC1=NCCCS1 | -2% | -30% | -6 | -10 | -8%&6% | 12%&-19% | u
O=C(C[n+]1cccc(CNC(=O)c2ccc(OC(F)F)cc2)c1)Nc1ccc(F)cc1 | 0% | 7% | -2 | 10 | 7% | 8.3µM* | 0.74µM*
CCC(C)(C)n1nnnc1CN1CCC(NC(=O)c2ccc(Br)cc2)CC1 | 2% | 84%[activator] | 4 | -6 | -1% | u | 4.1µM*
Cc1cc(NC(=O)c2ccccc2F)nc2c1c(=O)oc1ccccc12 | 11% | -10% | 13 | -9 | 1% | 17% | -20%

Filtered by structure, those above with an NH in an aromatic ring
SMILES | LmPK inh | AmpC inh no detg | CHX counter | Shiga toxin inh | Tb PYK inh | Pf growth 48h | Pf growth 96h
CCOc1ccc(N(CC(=O)NC2CCCCCC2)S(=O)(=O)c2c(C)[nH]c(=O)[nH]c2=O)cc1 | 3% | u | -1 | -6 | 1% | -3% | u
Oc1ccc(Br)cc1-c1cc(-c2ccc(Cl)cc2)n[nH]1 | 6% | -35% | 22* | 93* | -6% | 1.2µM* | x

Next section:
SMILES | LmPK inh | AmpC inh no detg | CHX counter | Shiga toxin inh | Tb PYK inh | Pf growth 48h | Pf growth 96h
Cc1ccc(SCCC(=O)Nc2ccc(Br)c(C)c2)cc1 | -1% | -31% | -1 | -3 | 3% | 11% | 7%
O=C(NC1(C(F)(F)F)NC(=O)N(Cc2cccnc2)C1=O)c1ccc(F)cc1 (stereo not drawn) | 1% | 24% | 3 | 2 | 5% | 11% | 1%
CCOC(=O)N/N=C(C)/C=C/c1ccccc1 | -3% | -11% | 28* | 16 | 5% | 0% | u
COC(=O)c1nn(-c2ccccc2)c(Sc2ccc(OC)cc2)c1/C=N/O | 2% | -23% | -3 | -5 | -2% | 13% | 0%
COC(=O)[C@H](C)NC(=O)c1cc2c(cn1)[nH]c1ccccc12 | 0% | -12% | 15* | 24 | -24% | 5% | 0%
Cc1ccc2c(C)cc(=S)[nH]c2c1 | -14% | -7% | 5 | -5 | -10% | u | 1%
COC(=O)c1ccc(COC(=O)c2ccc(N(C)C)cc2)cc1 | -2% | -8% | 41* | 65* | 1% | 43%[activator] | x
Cc1noc(C)c1S(=O)(=O)N1CCC(C(=O)N2CCN(C3CCCC3)CC2)CC1 | 5% | 37% | 10 | -5 | x | 21% | -1%
CCCCNc1nc(C)c(C(C)=O)cc1C#N | 2% | -21% | -1 | 11 | -1% | -10% | 26%
O=C(c1cccnc1)N1CCN(C(=O)c2cccc(Cl)c2)CC1 | 1% | -10% | 1 | x | -20% | -1% | 4%
CC(=O)c1ccc(OCC(=O)Nc2ccc3nc(C)sc3c2)cc1 | 5% | -16% | -3 | -3 | -1% | -43%[1.15 µM] | -12%
CCOc1cc(/C=N/Nc2nnc(C)n2N)ccc1OC(C)=O | -4% | -6% | 17 | 1 | -6% | -3% | u
CCCC(=O)NCCc1cc(OC)c(OC)cc1Br | -4% | -16% | -5 | 4 | -1% | 5% | 8%
CCC(=NCc1ccco1)c1c(O)n(-c2ccc(C)cc2)c(=O)[nH]c1=O | -5% | -26% | 2 | 17 | 2% | -15% | u
CC(O)[C@H]1CNC(=O)C(=O)N1CC1CCCCC1 (stereo partly drawn) | -1% | -3% | -3 | -4 | -2% | 12% | -1%
COc1cccc(C(=O)C2CCCN(Cc3cn(CC(N)=O)c4ccccc34)C2)c1 (stereo not drawn) | 8% | 53% | -2 | -8 | -2% | u | 5%
C=CCOc1c(Br)cc(CNn2cn[nH]c2=S)cc1OC | 1% | -7% | -3 | -11 | u | 4% | -29%
COc1ccc(C(=O)O)cc1S(=O)(=O)N1CCCc2ccccc21 | -5% | -13% | -3 | 10 | 1% | -1% | 0%

In the list so far, seven have bromine.
SMILES | LmPK inh | AmpC inh no detg | CHX counter | Shiga toxin inh | Tb PYK inh | Pf growth 48h | Pf growth 96h
CCCCN1CCc2c1nc1ccc(Br)cc1c2N | -2% | -23% | -3 | 23 | -18% | x | 1.7µM*
Oc1ccc(Br)cc1-c1cc(-c2ccc(Cl)cc2)n[nH]1 | 6% | -35% | 22* | 93* | -6% | 1.2µM* | x
CS(=O)(=O)N1N=C(c2ccc(Br)cc2)CC1c1cccs1 (stereo not drawn) | 4% | -22% | 32* | 48* | 28% | x | 83%[activator]
CCC(C)(C)n1nnnc1CN1CCC(NC(=O)c2ccc(Br)cc2)CC1 | 2% | 84%[activator] | 4 | -6 | -1% | u | 4.1µM*
Cc1ccc(SCCC(=O)Nc2ccc(Br)c(C)c2)cc1 | -1% | -31% | -1 | -3 | 3% | 11% | 7%
CCCC(=O)NCCc1cc(OC)c(OC)cc1Br | -4% | -16% | -5 | 4 | -1% | 5% | 8%
C=CCOc1c(Br)cc(CNn2cn[nH]c2=S)cc1OC | 1% | -7% | -3 | -11 | u | 4% | -29%
